OXTR agonist = human OXTR agonists, primary screen, fluorescence, CHO-OTR cells, Fluo-8 calcium | Oxytocin receptor (Homo sapiens), P30559 | Fluo-8 calcium fluorescence; normalized: DMSO 0%, oxytocin 100% | activation, % at 3 µM | 320,000 compounds, 0.32% hits;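 active means activation above the mean of all tested compounds plus 3 SD, cutoff set per screening run, cut at about 20% in these data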;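 further: peak over basal fluorescence ratio from a 100 s FLIPR kinetic read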
Target sequence (P30559 whole entry, looked up): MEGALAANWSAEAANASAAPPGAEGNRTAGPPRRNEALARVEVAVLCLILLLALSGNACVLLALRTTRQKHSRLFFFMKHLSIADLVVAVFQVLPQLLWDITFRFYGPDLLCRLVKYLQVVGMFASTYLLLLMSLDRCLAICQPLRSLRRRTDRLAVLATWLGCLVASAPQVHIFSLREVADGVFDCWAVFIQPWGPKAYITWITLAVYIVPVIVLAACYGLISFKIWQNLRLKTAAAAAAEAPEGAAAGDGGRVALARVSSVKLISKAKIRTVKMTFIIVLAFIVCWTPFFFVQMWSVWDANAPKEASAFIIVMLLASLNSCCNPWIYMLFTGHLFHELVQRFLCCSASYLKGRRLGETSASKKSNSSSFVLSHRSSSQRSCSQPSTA
IMP-1 inhibitor = IMP-1 metallo-beta-lactamase inhibitors, primary screen, biochemical, epi-absorbance readout, Pseudomonas aeruginosa enzyme. inhibition, % at 5.6 µM. purified IMP-1, nitrocefin hydrolysis, epi-absorbance fluorescence. AID 1556, 2009. 290,000 compounds, 0.45% hits. metallo-beta-lactamase IMP-1 (Pseudomonas aeruginosa);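 active means inhibition above the mean plus 3 SD of all compounds in the same screening run, cut at about 4.5% in these data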;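 further: 0% = IMP-1 with DMSO and 100% = DMSO wells lacking enzyme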
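assay system = purified recombinant IMP-1 metallo-beta-lactamase enzyme | schedule = 15 min preincubation plus 25 min reaction at 25 °C | signal = Epi-absorbance fluorescence, 480 nm excitation, 530 nm emission | read-out basis = percent inhibition from optical density relative to buffer-blank wells | controls = IMP-1 with DMSO as 0%, enzyme-free DMSO as 100%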
VIM-2 inh = VIM-2 metallo-beta-lactamase inhibitors, primary screen, biochemical, epi-absorbance readout, Pseudomonas aeruginosa enzyme; 290,000 compounds, 0.89% hits; purified VIM-2, nitrocefin hydrolysis, epi-absorbance fluorescence; inhibition, % at 5.6 µM;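 active means inhibition above the mean of all tested compounds plus 3 SD, cutoff set per screening run, cut at about 7.5% in these data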;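 further: red hydrolysis product quenches plate fluorescence so inhibitors raise well fluorescence; 0% = enzyme with DMSO and 100% = DMSO without enzyme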
FID counter = compounds displacing fluorescent DNA intercalator, primary screen, artefact control for HCV NS3 helicase inhibitor project, biochemical, FID fluorescence; DNA fluorescent intercalator displacement; AID 1845, 2009; inhibition, % at 7.9 µM; 290,000 compounds, 0.17% hits; in the data active means inhibition above about 37%;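 further: 0% = vehicle and 100% = reference compound; higher means more ethidium bromide displaced from hairpin DNA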
PHOSPHO1 inh = PubChem AID 1565. Phosphoethanolamine/phosphocholine phosphatase (Homo sapiens), Q8TCT1. recombinant PHOSPHO1, absorbance phosphatase assay. inhibition, % at 13.3 µM. 290,000 compounds, 1.1% hits; in the data active means inhibition above about 60%
V1R ag counter = agonists of human V1a receptor, primary screen, counter-screen for OXTR agonist project, fluorescence, CHO-V1R cells; Fluo-8 calcium fluorescence, agonist mode; 0% DMSO, 100% 3 nM vasopressin; activation, % at 3 µM; 320,000 compounds, 0.25% hits; AID 2797, 2010;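 active means activation above the mean activation of all tested compounds plus 3 SD, per screening run, cut at about 20% in these data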;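 further: signal is peak over basal fluorescence ratio across a 100 second FLIPR read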
Target sequence (P37288 whole entry, looked up): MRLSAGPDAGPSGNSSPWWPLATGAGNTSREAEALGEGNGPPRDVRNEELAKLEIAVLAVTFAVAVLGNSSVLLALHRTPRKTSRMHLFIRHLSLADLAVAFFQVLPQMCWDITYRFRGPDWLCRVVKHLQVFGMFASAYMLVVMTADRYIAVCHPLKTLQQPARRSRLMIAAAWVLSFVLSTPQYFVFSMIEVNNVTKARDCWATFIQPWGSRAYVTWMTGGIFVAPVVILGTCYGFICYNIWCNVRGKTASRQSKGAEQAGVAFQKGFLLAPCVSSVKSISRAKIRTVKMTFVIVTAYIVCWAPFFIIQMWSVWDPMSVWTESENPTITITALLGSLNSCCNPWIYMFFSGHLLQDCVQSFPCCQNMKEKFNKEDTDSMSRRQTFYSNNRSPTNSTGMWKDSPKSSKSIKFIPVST
GalR3 antagonist = GalR3 antagonists in HEK293 cells, primary screen, cell-based, fluorescence readout | Galanin receptor type 3 (Homo sapiens), O60755 | HEK293 GalR3-CNG cAMP membrane potential fluorescence; galR3 body fused to GalR1 C-terminus | inhibition, % at 3 µM | 360,000 compounds, 0.44% hits;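 active means inhibition above the screen-wide average plus 3 SD, cut at about 13% in these data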;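 further: forskolin and galanin both at EC90 stimulate the cells; cAMP rise reported by CNG channel membrane potential dye signal; 0% = forskolin plus galanin with DMSO and 100% = forskolin alone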
Target sequence (O60755 1-299 limits assumed): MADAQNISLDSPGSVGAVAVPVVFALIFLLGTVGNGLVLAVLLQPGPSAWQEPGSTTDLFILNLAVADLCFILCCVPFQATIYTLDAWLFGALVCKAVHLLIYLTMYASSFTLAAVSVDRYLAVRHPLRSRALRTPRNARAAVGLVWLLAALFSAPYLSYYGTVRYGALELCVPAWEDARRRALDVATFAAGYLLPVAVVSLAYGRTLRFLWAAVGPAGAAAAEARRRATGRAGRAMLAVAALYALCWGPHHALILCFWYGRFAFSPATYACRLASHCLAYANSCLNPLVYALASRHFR
NS3 helicase inh = inhibitors of HCV NS3 helicase, primary screen, biochemical, Cy5 molecular beacon fluorescence; inhibition, % at 10.9 µM; NS3 helicase DNA unwinding; 290,000 compounds, 0.56% hits; AID 1800, 2009; Hepatitis C virus NS3 helicase;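 active means inhibition above the mean of all tested compounds plus 3 SD, set per campaign, cut at about 35% in these data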;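 further: 0% = DMSO wells and 100% = thioflavine S control wells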
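Assay system: hepatitis C virus NS3 helicase domain fragment enzyme. Also added: annealed dual-labelled DNA beacon duplex, ATP-started. Timing: 1 h reaction at 25 °C, ATP-initiated. Technique: Cy5 fluorescence at 0 and 60 min, beacon hairpin quenching. Evaluation: % inhibition of unwinding. Replication: one well per compound.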
GPR7 antagonist = GPR7 receptor antagonists, primary screen, cell-based, fluorescence, single concentration. Neuropeptides B/W receptor type 1 (Homo sapiens), P48145. GPR7-expressing cells, fluorescence antagonist assay. inhibition, % at 4.4 µM. 290,000 compounds, 1.1% hits. AID 1861, 2009; in the data active means inhibition above about 16%, passing the limit was not always enough;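 further: cells stimulated with the agonist NPW; 0% = agonist with vehicle and 100% = vehicle without agonist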
Active calls of the source: *; . = no result given.

SMILES	OXTR agonist	IMP-1 inhibitor	VIM-2 inh	FID counter	PHOSPHO1 inh	V1R ag counter	GalR3 antagonist	NS3 helicase inh	GPR7 antagonist
CN(CC(=O)NCc1ccncc1)S(=O)(=O)c1cc(Cl)ccc1Cl	2.4	-2.8	-1.3	-6	23	-0.2	1	1	-7
Cc1ccc(S(=O)(=O)NCCC(=O)Nc2ccc(Cl)c(Cl)c2)cc1C	0.5	0.4	-2.1	-4	6	2.4	-6	-15	-10
COc1ccccc1C(=O)NCCC(=O)Nc1ccc(OC(F)(F)F)cc1	1.7	-1.7	0.0	-18	26	2.6	-8	4	8
O=C(Cn1nc(C(=O)O)c2ccccc2c1=O)c1cc(F)ccc1F	-0.9	-3.0	-2.2	-4	22	-0.5	2	19	-4
CC(C)n1nc(C(=O)OCn2nnc3ccccc3c2=O)c2ccccc2c1=O	-0.5	0.2	-0.3	-8	11	0.5	4	0	-6
CCOC(=O)N1CCC(N2CCCC(C(=O)c3ccc4cc(OC)ccc4c3)C2)CC1 (stereo not given)	2.5	-1.3	-2.5	12	44	4.1	-7	-23	-5
Cc1cc(NC(=O)c2ccc(N3CCCC3)c([N+](=O)[O-])c2)no1	-0.8	-3.2	-3.2	-3	27	-0.8	-4	12	12
COc1ccc(-n2nc(C(=O)NCC(=O)NCC3COc4ccccc4O3)c3ccccc3c2=O)cc1 (stereo not given)	2.0	-2.5	-0.7	-27	28	2.3	-2	-20	-5
O=C(O)CCCNS(=O)(=O)c1ccc(F)cc1	0.2	-2.8	-0.8	0	4	0.0	-2	0	-20
COc1ccc(-c2noc(CN(C)Cc3ccc(C)o3)n2)cc1	0.3	-1.2	-1.0	-10	44	0.0	-5	7	-16
CCC(C)Nc1nc2c(c(=O)n(C)c(=O)n2C)n1Cc1ccc(Cl)cc1 (stereo not given)	-0.3	.	.	.	13	0.3	1	.	.
O=C(Nc1cccc(C(F)(F)F)c1)c1cccnc1NCCO	0.4	-1.2	-0.2	-3	5	-0.4	-5	-4	-11
CCOc1ccc(NC(=O)CSc2nc3c([nH]c4ccccc43)c(=O)n2C)cc1	-0.7	-2.9	-2.5	-5	-35	-0.3	4	3	13
Cc1ccccc1CS(=O)(=O)Cc1ccc(C(=O)NCc2ccco2)o1	0.7	-3.2	-2.9	-6	47	1.0	1	7	-7
COC(=O)c1sccc1NC(=O)CCC1CCCCC1	-2.5	-2.9	-3.4	-1	14	-0.4	-2	-4	-11
CC(CN1CCOCC1)(NS(=O)(=O)c1ccccc1)c1ccccc1 (stereo not given)	-1.6	-1.4	-4.1	-7	-7	-0.3	-7	4	1
OC(C#CCN1CCOCC1)(c1ccccc1)C1CC1 (stereo not given)	-0.2	0.8	0.6	-3	-4	-1.2	3	-5	-2
CCCNC(=S)Nc1ccc(Cl)cc1C	-2.0	-4.6	-5.2	-2	-2	0.6	3	-1	-11
CSc1nnc(-c2ccc(NC(=O)CCc3ccccc3)cc2)n1C	0.6	0.7	0.6	-14	-4	0.8	-4	-2	-2
COc1ccc(C2C(C(=O)N3CCN(c4ccccc4)CC3)c3ccccc3C(=O)N2C)cc1 (stereo not given)	0.2	-2.4	-2.2	-34	2	0.5	7	3	1
O=C(CSc1ccccc1)NCc1cccnc1	-0.2	-1.6	-3.7	-2	-8	2.2	-4	-1	-10
COc1ccc(CNC(=O)CSc2cc(=O)n(C)c3ccccc23)cc1	-1.1	-2.0	-1.1	-15	-10	-1.4	-6	-6	4
N#Cc1c2n(c3c(-c4ccccc4)ncnc13)CCC2	0.0	1.6	3.5	-2	11	0.0	2	-3	-1
COc1ccccc1Oc1coc2c(CN3CCN(C)CC3)c(O)ccc2c1=O	0.8	-1.1	-2.7	4	7	0.8	-6	1	1
CC(C)(C)C1CCc2onc(C(=O)Nc3cccc(O)c3)c2C1 (stereo not given)	-1.0	-0.5	-0.8	-11	13	0.2	-12	-3	-12

Part of the list above in another layout.
| SMILES | OXTR agonist | IMP-1 inhibitor | VIM-2 inh | FID counter | PHOSPHO1 inh | V1R ag counter | GalR3 antagonist | NS3 helicase inh | GPR7 antagonist |
| --- | --- | --- | --- | --- | --- | --- | --- | --- | --- |
| CCC(C)Nc1nc2c(c(=O)n(C)c(=O)n2C)n1Cc1ccc(Cl)cc1 (stereo not given) | -0.3 | . | . | . | 13 | 0.3 | 1 | . | . |
| O=C(O)CCCNS(=O)(=O)c1ccc(F)cc1 | 0.2 | -2.8 | -0.8 | 0 | 4 | 0.0 | -2 | 0 | -20 |
| CCOC(=O)N1CCC(N2CCCC(C(=O)c3ccc4cc(OC)ccc4c3)C2)CC1 (stereo not given) | 2.5 | -1.3 | -2.5 | 12 | 44 | 4.1 | -7 | -23 | -5 |

The list continues.
SMILES	OXTR agonist	IMP-1 inhibitor	VIM-2 inh	FID counter	PHOSPHO1 inh	V1R ag counter	GalR3 antagonist	NS3 helicase inh	GPR7 antagonist
COc1ccc2c(Cn3cnc4cc([N+](=O)[O-])ccc4c3=O)cc(=O)oc2c1	0.9	-2.4	-0.5	6	-15	0.0	.	5	-13
CCOc1ccc(C(=O)Nc2cccc(-c3nc4cccnc4o3)c2)cc1Cl	0.2	-0.2	-2.3	-2	38	0.3	.	-1	8
CCc1ccc(/C=N/NC(=O)c2cc(-c3cccc([N+](=O)[O-])c3)n[nH]2)cc1	-1.1	-2.4	-2.3	-1	22	0.2	-5	7	-14
COc1ccc2[nH]c3nc(SCC(=O)Nc4cccc(NC(C)=O)c4)nnc3c2c1	-0.8	0.5	2.0	-7	18	-0.5	-7	12	11
COCCCN(CC(=O)Nc1ccc(N2CCOCC2)cc1)S(=O)(=O)c1ccc(C)cc1	0.0	-2.8	-2.3	-5	18	0.1	4	3	-12
COc1ccc(-c2cc3nc(C)cc(-c4ccc(OC)cc4)n3n2)cc1	-1.2	-0.5	0.6	-17	-2	0.2	-8	2	6
O=C(CSc1nc2ccccc2o1)N1CCCC1	-0.3	-2.9	-4.5	-3	-5	0.5	-3	4	3
COc1ccc(-c2nc(N)nc(C(F)(F)F)c2-c2cscn2)c(O)c1	0.0	-2.9	-1.8	-3	37	0.0	-6	-3	-10
COC(=O)CCCC1=CC2=CC(=O)C(C)(OC(=O)c3cccs3)C(=O)C2=CN1C1CC1 (stereo not given)	1.4	.	.	.	31	0.3	-3	.	.
O=C(Nc1ccc(S(=O)(=O)N2CCOCC2)cc1)c1cccnc1	1.8	-1.1	-1.2	-1	25	-0.9	3	-6	2
NC(=O)COC(=O)c1ccc(Cl)c(S(=O)(=O)N2CCN(c3ccc(F)cc3)CC2)c1	3.5	-2.3	-2.4	-26	-13	4.0	-5	2	0
O=C(N/N=C\c1ccc(-c2cccc(Cl)c2)o1)C(=O)NC1CCCC1	-0.5	-1.8	-0.8	1	28	0.3	-4	9	-6
Cc1[nH]nc2c1C(c1ccc(-c3ccccc3C#N)o1)C(C#N)=C(N)O2 (stereo not given)	0.5	-1.0	1.9	-5	6	0.7	.	9	13
O=c1c2ccccc2nnn1CSc1nc2ccccc2c(=O)n1Cc1ccco1	-0.4	.	.	.	23	0.3	-1	.	.
COc1cccc(/C=N/NC(=O)C(=O)Nc2ccccc2OC(F)(F)C(F)F)c1	-2.3	-3.0	-1.6	-8	-2	0.7	3	11	-14
COc1ccc2cc3cc(C(=O)NCCC(C)C)oc3nc2c1	-1.6	-1.4	0.1	-33	33	-0.5	-7	-14	-9
CCOc1ccc2nc(N(Cc3ccccc3)C(=O)CCNC(C)=O)sc2c1	.	-2.8	-1.9	-34	-7	.	-1	-20	9
CCOCCn1c(CN2CCN(c3cccc(Cl)c3)CC2)nc2c1c(=O)n(C)c(=O)n2C	-1.4	-2.9	0.9	-43	9	-1.3	.	-10	-1
CCOc1ccc(NC(=O)CN(C)C(=O)c2cn(-c3ccccc3)nc2-c2cccs2)cc1OCC	.	-1.4	-1.6	-45	41	.	0	-20	-23
CCOC(=O)N1CCC(NC(=O)c2ccc3c(c2)sc2nc(-c4cccc(OC)c4)cn23)CC1	.	-2.0	-0.5	-31	9	.	.	-8	-10
CCCC1C2C(=O)N(c3ccccc3OC)C(=O)C2ON1c1ccccc1 (stereo not given)	-1.3	-1.5	-0.7	-11	-6	1.3	-4	-11	-2
O=C(NCC1CCCO1)c1nc(Cn2ccc([N+](=O)[O-])n2)no1 (stereo not given)	1.6	-3.6	-4.6	-9	27	0.8	-4	9	-3
COC(=O)C(C)Sc1nc2c(c(=O)n(C)c(=O)n2C)n1Cc1cccc(C)c1 (stereo not given)	.	-1.9	-2.9	-7	-6	.	-4	-10	2
CCOc1ccc(S(=O)(=O)N(CC(=O)NC2CCCC2)c2ccc(F)cc2)cc1	-1.5	-3.6	-2.5	-39	20	-1.4	-1	-12	-5
O=C(CN1CCN(c2nc(-c3ccc(F)cc3)cs2)CC1)NCc1ccc2c(c1)OCO2	2.2	-5.6	-0.3	-16	-11	0.4	1	-11	-2

Given in CSV form: 3 of the compounds above
Compound,OXTR agonist,IMP-1 inhibitor,VIM-2 inh,FID counter,PHOSPHO1 inh,V1R ag counter,GalR3 antagonist,NS3 helicase inh,GPR7 antagonist
COc1ccc(-c2cc3nc(C)cc(-c4ccc(OC)cc4)n3n2)cc1,-1.2,-0.5,0.6,-17,-2,0.2,-8,2,6
O=C(CSc1nc2ccccc2o1)N1CCCC1,-0.3,-2.9,-4.5,-3,-5,0.5,-3,4,3
COc1ccc(-c2nc(N)nc(C(F)(F)F)c2-c2cscn2)c(O)c1,0.0,-2.9,-1.8,-3,37,0.0,-6,-3,-10

Continuation:
SMILES	OXTR agonist	IMP-1 inhibitor	VIM-2 inh	FID counter	PHOSPHO1 inh	V1R ag counter	GalR3 antagonist	NS3 helicase inh	GPR7 antagonist
Cc1cc(-c2ccc(S(=O)(=O)NCc3ccc(F)cc3)cc2)on1	-0.1	-2.3	-0.9	-19	38	3.1	1	-2	3
CC1CCN(S(=O)(=O)c2ccc(NC(=O)CN3CCCCCC3)cc2)CC1	2.7	-0.5	-2.1	11	14	2.7	-9	-7	3
CC(=O)NCCC1CCN(C(=O)c2cc(COc3ccc(C)nc3)on2)CC1	-1.0	-2.1	-0.5	-26	29	13	0	9	-11
O=c1c(-c2ccccc2)c(-c2ccccc2)oc2cc(O)cc(O)c12	7.2	3.7	-0.7	-6	.	3.5	-9	6	-17
CC1CC(c2ccccc2)n2nc(N3C(=O)c4ccccc4C3=O)nc2N1 (stereo not given)	-0.1	-1.0	-2.0	3	9	1.4	1	2	-6
Cc1ccccc1-n1cc(C(=O)c2cc(Cl)ccc2O)cc(C#N)c1=O	5.1	-4.8	-3.2	-13	-3	5.9	-2	10	7

Bioassay records as filed in PubChem.
